FBW7 act – FBW7 E3 ligase activators, primary screen, biochemical, AlphaScreen, human; F-box/WD repeat-containing protein 7 (Homo sapiens), Q969H0; AlphaScreen FBW7–phospho-cyclin E peptide binding, activator screen; normalized activity (activation), % at 26.1 µM; 650,000 compounds, 0.13% hits; in the data active = normalized activity above about 1.9%;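 also: purified mutant Fbw7 with reduced substrate affinity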
TEAD-YAP inh – TEAD-YAP interaction inhibition, primary screen, TEAD-YAP interaction inhibitor project, luminescence, HEK-TIYL cells; inhibition, % at 9.12 µM; TEAD-Gal4/YAP UAS-luciferase luminescence; 640,000 compounds, 1.4% hits; in the data active = inhibition above about 32%;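 also: 0% = median of test compound wells and 100% = reference inhibitor wells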
GPR151 ag – activators of human GPR151, primary screen, cell-based, PathHunter beta-arrestin, luminescence; activation, % at 11.2 µM; 650,000 compounds, 1% hits; PathHunter beta-arrestin GPR151 cells; G-protein coupled receptor 151 (Homo sapiens), Q8TDV0; in the data active = activation above about 4.9%;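 also: 0% = median of compound wells and 100% = cells with positive control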
Target sequence (Q8TDV0 whole entry, looked up): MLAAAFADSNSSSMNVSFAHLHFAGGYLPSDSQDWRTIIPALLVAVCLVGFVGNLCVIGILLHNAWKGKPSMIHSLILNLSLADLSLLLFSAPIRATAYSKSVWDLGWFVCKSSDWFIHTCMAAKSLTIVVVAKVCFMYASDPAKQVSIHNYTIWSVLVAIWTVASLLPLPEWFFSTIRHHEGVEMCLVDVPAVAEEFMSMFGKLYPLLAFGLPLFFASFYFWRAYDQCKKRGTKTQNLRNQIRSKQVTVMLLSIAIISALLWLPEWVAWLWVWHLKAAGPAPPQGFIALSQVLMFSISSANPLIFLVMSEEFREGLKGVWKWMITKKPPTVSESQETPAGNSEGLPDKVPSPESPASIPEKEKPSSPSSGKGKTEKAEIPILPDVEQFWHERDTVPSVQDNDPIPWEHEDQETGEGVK
MITF inh – MITF inhibitors, primary screen, biochemical, AlphaScreen, human; Microphthalmia-associated transcription factor (Homo sapiens), O75030; AlphaScreen MITF homodimerization, bead proximity signal; inhibition, % at 2.6 µM; 650,000 compounds, 0.91% hits; AID 1259374, 2018; in the data active = inhibition above about 50%;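 also: 0% = vehicle wells with protein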
* marks the source's active call; other numbers are inactive results; x = no result given. Random draw from the library; any-hit rate near 3.5%.

SMILES	FBW7 act	TEAD-YAP inh	GPR151 ag	MITF inh
CC1CCN(CC(=O)N2CC(=O)Nc3ccccc32)CC1	0.2	-2	0.4	-2
Cc1ccccc1OCC(=O)Nc1ccc(N2CCCS2(=O)=O)cc1	-0.2	-16	0.0	-4
COc1ccc(C)cc1NC(=O)CC(O)(C(F)(F)F)C(F)(F)F	0.1	-2	0.7	12
FC(F)(F)C(Cl)Br (centres undefined)	0.0	5	0.4	1
CCCCNc1nc(SCC(=O)NCc2ccc(C)cc2)nc2ccccc12	0.0	1	0.3	13
COc1cc(Cn2cc(CC(=O)NCc3ccco3)c3ccccc32)cc(OC)c1	0.0	3	-0.9	23
O=C(CSc1ccc([N+](=O)[O-])cn1)Nc1cccc(F)c1	0.0	-6	0.9	5
Cc1ccc(Nc2nnc(SCC(=O)Nc3sc4c(c3C(N)=O)CCC4)s2)cc1	0.1	-2	-0.9	-6
CCc1cc(C(=O)N2N=C(C3CC3)CC2(O)C(F)F)cs1 (centres undefined)	-0.1	-10	-0.9	1
CCOc1ccc(S(=O)(=O)Nc2ccc(I)cc2)cc1	0.6	9	0.5	-2
CCc1cccc(CC)c1NC(=O)CSc1cccc[n+]1[O-]	0.2	20	2.5	0
CCOC(=O)c1nn2c(C(F)(F)F)cc(-c3ccc(Br)cc3)nc2c1Cl	0.1	2	0.1	5
Cc1nonc1N1CCN(C(=O)CC2C(=O)NCCN2CC(C)(C)C)CC1 (centres undefined)	0.2	3	1.2	10
CC(=O)c1ccc(OCC(=O)NCCc2ccc(F)cc2)cc1	0.1	4	-0.4	-8
CC(C)OC(=O)/C(C#N)=C/c1ccc(-c2ccc([N+](=O)[O-])cc2)o1	-0.1	1	-1.4	-17
Cc1ccc(N(C)C)cc1NC(=O)CCCOc1ccc(Cl)cc1Cl	0.0	14	-0.1	5
CC(C)n1c(Sc2nccn2C)nc2c1c(=O)n(C)c(=O)n2C	0.1	4	-1.2	7
C=CCc1cccc(/C=C(/C#N)C(N)=O)c1O	0.3	4	-2.5	16
Cc1cc(N2CCCC2)ccc1/C=N/n1cnnc1	-0.2	-5	1.7	1
CNC(C)c1ccc(OC)c(OC)c1 (centres undefined)	0.4	17	-0.4	-9
Cc1nn2c(N3CCNCC3)c3c(nc2c1-c1ccccc1)CCC3	0.2	-11	-1.0	12
Cc1noc(C)c1CSCCNCCO	-0.1	6	-2.5	-3
CCOC(=O)c1cccc(Nc2cc(C)nc3ncnn23)c1	-0.1	5	1.1	-6
O=C1OC(c2ccc(I)cc2)=N/C1=C\c1ccc(-c2cccc([N+](=O)[O-])c2)o1	-0.2	6	3.5	0
Cc1ccc(NC(=O)CCc2nnc3ccc(N4CCOCC4)nn23)cc1C	-0.1	-4	3.8	-8
Cc1cccc(CN2CCN(CC(=O)NCCN3CCOCC3)C2=O)c1	0.7	8	0.2	4
CCc1nnc(NC(=O)c2ccoc2C)s1	0.4	-21	-5.5	21
C=CCNS(=O)(=O)c1ccc(S(=O)(=O)N2CCCCCC2)cc1	-0.2	-2	-0.5	7
COC(=O)C1=C(C)N=c2s/c(=C/c3ccco3)c(=O)n2C1/C=C/c1ccccc1 (centres undefined)	-0.4	3	-0.1	16
CC(C(=O)NCc1ccco1)N1CCN(C)CC1 (centres undefined)	0.2	6	2.0	-3
CC(C)CCN1C(=O)CC(NNC(=O)c2ccc(S(=O)(=O)N3CCCC3)cc2)C1=O (centres undefined)	-0.2	8	1.9	4
O=C(CSc1nc2ccccc2c(=O)n1Cc1ccco1)NC1CCCCC1	-0.1	22	0.6	-4
COc1ccc(C)cc1N(CC(=O)NCCSCc1ccccc1)S(C)(=O)=O	0.2	9	-0.7	7
COC(=O)C1=CN(C)C=C(C(=O)OC)C1c1cc(Br)ccc1OC	-0.2	4	0.1	-7
COc1cc2c(c([N+](=O)[O-])c1)NS(=O)(=O)c1ccc(Cl)cc1-2	-0.1	5	-1.4	-7
C/C(=N\NC(=O)c1ccc(N(C)S(=O)(=O)c2ccccc2)cc1)c1ccccc1O	-0.3	15	-0.6	-1
Cc1ccccc1CN[C@H]1C[C@H]2C(=O)N[C@@H](Cc3ccc(Cl)cc3)C(=O)N2C1	0.0	-6	-0.3	-7
c1ccc2c(c1)CCN(c1nc(CN3CCOCC3)nc3sc4c(c13)CCCC4)C2	0.3	-10	-1.2	-8
CC(=O)C(Sc1nnc(Nc2ccccc2C)s1)C(C)=O	-0.2	-13	-2.5	10
CCN1CCN(CCOCCOc2ccc(CCC(C)=O)cc2)CC1	-0.3	9	0.8	66*
COc1ccc(-c2csc(N)n2)cc1[N+](=O)[O-]	-0.4	-5	-1.0	-19
CC[C@H](C)[C@H](NC(=O)[C@@H]1CSSC[C@H](NC(=O)[C@H](CCC(=O)O)NC(=O)[C@@H]2CCCN2C(=O)[C@H](C)NC(=O)[C@@H](NC(=O)CNC(=O)[C@H](Cc2c[nH]cn2)NC(=O)[C@@H]2CCC(=O)N2)[C@@H](C)O)C(=O)N[C@@H](Cc2ccccc2)C(=O)N[C@@H](Cc2c[nH]c3ccccc23)C(=O)N[C@@H](CCCCN)C(=O)N[C@@H](Cc2ccc(O)cc2)C(=O)N1)C(=O)O	1.4	x	0.5	-110
CCOC(=O)N1CCN(Cc2nc3c(c(=O)n(C)c(=O)n3C)n2C/C=C/c2ccccc2)CC1	-0.1	-2	1.0	-3
CCC(CO)NC(=S)Nc1ccccc1C (centres undefined)	0.2	10	1.6	-1
Cn1c(C(=O)N2CCCC(C(=O)c3ccc(Oc4ccccc4)cc3)C2)cc(=O)n(C)c1=O (centres undefined)	0.6	-5	1.5	-1
CCc1cc2ccc(OC)cc2nc1SCC(=O)NNC(=O)C(C)C	0.2	0	-1.0	1
O=C(c1ccco1)N1CCN(C(=O)c2ncoc2-c2ccc(Cl)cc2)CC1	-0.1	6	-0.6	-8
Nc1nc(SCC(=O)NCc2ccc(F)cc2)[nH]c(=O)c1NC(=O)c1cccs1	0.4	4	1.1	16
Cc1ccccc1C(=O)N1CCN(c2nc3ccccc3s2)CC1	0.1	1	-0.9	-3

17 entries from above, sorted by heavy-atom count, rising:
SMILES	FBW7 act	TEAD-YAP inh	GPR151 ag	MITF inh
CNC(C)c1ccc(OC)c(OC)c1 (centres undefined)	0.4	17	-0.4	-9
COc1ccc(-c2csc(N)n2)cc1[N+](=O)[O-]	-0.4	-5	-1.0	-19
Cc1cc(N2CCCC2)ccc1/C=N/n1cnnc1	-0.2	-5	1.7	1
CCOc1ccc(S(=O)(=O)Nc2ccc(I)cc2)cc1	0.6	9	0.5	-2
CC1CCN(CC(=O)N2CC(=O)Nc3ccccc32)CC1	0.2	-2	0.4	-2
COc1cc2c(c([N+](=O)[O-])c1)NS(=O)(=O)c1ccc(Cl)cc1-2	-0.1	5	-1.4	-7
C=CCNS(=O)(=O)c1ccc(S(=O)(=O)N2CCCCCC2)cc1	-0.2	-2	-0.5	7
CC(C)OC(=O)/C(C#N)=C/c1ccc(-c2ccc([N+](=O)[O-])cc2)o1	-0.1	1	-1.4	-17
CCc1cc2ccc(OC)cc2nc1SCC(=O)NNC(=O)C(C)C	0.2	0	-1.0	1
Cc1cccc(CN2CCN(CC(=O)NCCN3CCOCC3)C2=O)c1	0.7	8	0.2	4
Cc1nonc1N1CCN(C(=O)CC2C(=O)NCCN2CC(C)(C)C)CC1 (centres undefined)	0.2	3	1.2	10
O=C(CSc1nc2ccccc2c(=O)n1Cc1ccco1)NC1CCCCC1	-0.1	22	0.6	-4
Cc1ccc(Nc2nnc(SCC(=O)Nc3sc4c(c3C(N)=O)CCC4)s2)cc1	0.1	-2	-0.9	-6
COc1cc(Cn2cc(CC(=O)NCc3ccco3)c3ccccc32)cc(OC)c1	0.0	3	-0.9	23
Cn1c(C(=O)N2CCCC(C(=O)c3ccc(Oc4ccccc4)cc3)C2)cc(=O)n(C)c1=O (centres undefined)	0.6	-5	1.5	-1
CCOC(=O)N1CCN(Cc2nc3c(c(=O)n(C)c(=O)n3C)n2C/C=C/c2ccccc2)CC1	-0.1	-2	1.0	-3
CC[C@H](C)[C@H](NC(=O)[C@@H]1CSSC[C@H](NC(=O)[C@H](CCC(=O)O)NC(=O)[C@@H]2CCCN2C(=O)[C@H](C)NC(=O)[C@@H](NC(=O)CNC(=O)[C@H](Cc2c[nH]cn2)NC(=O)[C@@H]2CCC(=O)N2)[C@@H](C)O)C(=O)N[C@@H](Cc2ccccc2)C(=O)N[C@@H](Cc2c[nH]c3ccccc23)C(=O)N[C@@H](CCCCN)C(=O)N[C@@H](Cc2ccc(O)cc2)C(=O)N1)C(=O)O	1.4	x	0.5	-110

Screens (PubChem)
